# High-throughput results (PubChem BioAssay)
# TDP1 block = blocks human tyrosyl-DNA phosphodiesterase 1; Q9NUW8; AID 485290; 0.28% of 350,000 active; recombinant TDP1, AlphaScreen DNA substrate cleavage; Potency, µM (doses to about 130 µM), for inactives: at the highest dose activity change, negative = inhibition, most hits filed as inhibitors; note: nearly all actives have a fitted effect of over 40% in size
# Target sequence (Q9NUW8 whole entry, looked up): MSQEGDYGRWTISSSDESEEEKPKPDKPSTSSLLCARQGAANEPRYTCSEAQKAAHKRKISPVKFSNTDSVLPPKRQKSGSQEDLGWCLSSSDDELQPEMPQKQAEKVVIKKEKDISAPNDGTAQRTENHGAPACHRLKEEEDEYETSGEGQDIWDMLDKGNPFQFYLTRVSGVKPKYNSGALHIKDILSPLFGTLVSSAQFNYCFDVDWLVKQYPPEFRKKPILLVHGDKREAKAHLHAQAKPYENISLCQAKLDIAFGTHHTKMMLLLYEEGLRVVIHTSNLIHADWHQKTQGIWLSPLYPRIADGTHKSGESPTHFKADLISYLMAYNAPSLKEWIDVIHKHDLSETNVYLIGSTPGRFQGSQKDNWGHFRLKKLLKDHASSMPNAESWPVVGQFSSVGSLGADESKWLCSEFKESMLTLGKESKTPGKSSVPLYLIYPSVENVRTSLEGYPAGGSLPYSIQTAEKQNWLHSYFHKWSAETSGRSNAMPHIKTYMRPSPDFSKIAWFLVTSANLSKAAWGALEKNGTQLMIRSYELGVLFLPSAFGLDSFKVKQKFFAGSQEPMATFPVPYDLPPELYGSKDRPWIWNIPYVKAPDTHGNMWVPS
#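 Recombinant human Tdp1 (E. coli-expressed, 1 nM final) preincubated with compounds 15 min at room temperature, then 5'-biotin/3'-phosphotyrosine-FITC DNA substrate (15 nM final) added for 5 min. AlphaScreen beads (10 ug/ml final) added 10 min; cleavage lowers signal.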
# FEN1 inhibitor = blocks human flap endonuclease 1 | P39748 | Recombinant FEN1 flap cleavage, fluorescence, 15 min | Potency, µM (top dose mostly 114 µM), for the others: top-dose activity change, negative = inhibition, hits mostly inhibitors | 0.35% of 390,000 active | AID 588795; note: nearly all actives have a fitted effect of over 65% in size
# Target sequence (P39748 whole entry, looked up): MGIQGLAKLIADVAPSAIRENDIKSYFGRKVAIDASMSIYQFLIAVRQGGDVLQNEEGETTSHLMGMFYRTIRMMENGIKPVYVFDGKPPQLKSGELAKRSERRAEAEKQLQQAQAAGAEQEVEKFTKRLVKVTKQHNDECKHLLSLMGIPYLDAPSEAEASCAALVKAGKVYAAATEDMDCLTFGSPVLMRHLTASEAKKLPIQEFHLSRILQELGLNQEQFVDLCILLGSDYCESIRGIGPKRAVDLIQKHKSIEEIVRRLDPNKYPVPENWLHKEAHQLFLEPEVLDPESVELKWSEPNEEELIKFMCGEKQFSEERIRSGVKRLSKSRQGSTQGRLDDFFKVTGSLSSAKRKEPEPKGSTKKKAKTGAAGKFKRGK
#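 Steps: FEN1 (10 nM) dispensed; compound added by pin tool; 15 min at room temperature; substrate added to 50 nM final; reads at 0 min and 15 min; data normalized and fitted (four-parameter Hill).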
# N370S GC mod = inhibits or activates N370S mutant glucocerebrosidase; P04062; N370S GC spleen homogenate, 4MU-glucoside fluorescence; Potency, µM (doses to about 59.4 µM), inactives show at the top dose activity change, negative = inhibition, actives largely listed as inhibitors; 0.092% of 330,000 active;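 note: 0% = full enzyme activity and -100% = no enzyme basal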
# Numbers without * were called inactive; ? = inconclusive; · = no result given; [ ] = dose if it differs, or a comment. Calls come from the whole dose curve; as a rule, active = well fitted curve in the direction sought with a large enough effect; inconclusive = small, poorly fitted or top-dose-only effect, or another doubt; inactive = no such curve, though single readings can be large; an effect the other way counts as inactive or inconclusive. Unless noted, % is set by controls: 0 for no effect and ±100 for the full control effect; potency is the fitted concentration of half-maximal effect.
# Below each compound: TDP1 block | FEN1 inhibitor | N370S GC mod
CC1CCN(C(=O)c2cc3c(ccc4ccccc43)o2)CC1
 : 3% | -18% | ?
CC(=O)Nc1ccc(/C=C/c2nc3ccccc3o2)cc1
 : · | 8% | 0%
CN(C)S(=O)(=O)c1ccc2nnn(OCC(=O)NC3CCS(=O)(=O)C3)c2c1 (configuration not stated)
 : -2%[56.1 µM] | 18% | ·
CSC1=NCCN1C(=O)Cc1cccs1
 : -2% | 17% | -3%
O=P(O)(O)C(O)c1ccc2ccccc2c1 (configuration not stated)
 : 9% | · | -4%
COC(=O)CCC(=O)N1CCOCCOCCOCC1
 : -2% | 1% | 25%
CCOC(=O)c1sc2ncn(C(CC)C(=O)OCC)c(=O)c2c1C (configuration not stated)
 : 0% | -1% | 4%[2.35 µM]
O=C(O)c1cc(-c2ccc3c(c2)OCCO3)n[nH]1
 : 3% | -4% | -3%
COc1ccc(-n2nc3c(c2NC(=O)C2CC2)CS(=O)(=O)C3)cc1
 : 2% | -6% | 3%
CN(C)CCCNS(=O)(=O)c1cc(Cl)c(Cl)cc1Cl
 : 6% | -8% | 2%
Cc1cc(C(=O)Cn2c(CO)nc3ccccc32)c(C)n1C
 : 0% | 6% | -12%
COc1c(O)c(=O)n2c3ccccc3c3ccnc1c32
 : · | 11µM* | 0%
Cc1ccc(CNC(=O)CN2CCN(Cc3ccc(Cl)cc3)C2=O)cc1
 : -1% | -6% | ·
CCOc1ccc(NC(=O)COC(=O)CNC(=O)c2ccc(-c3ccccc3)cc2)cc1
 : 0% | -8% | ·
CCOC(=O)c1cccc(NC(=O)c2ncoc2-c2ccco2)c1
 : 1% | 9% | ·
O=C(O)CCCN1C(=O)c2ccc(C(=O)c3cccc([N+](=O)[O-])c3)cc2C1=O
 : 7% | -14% | -16%
OC(CNc1ccccc1)COc1ccc(OCC(O)CNc2ccccc2)cc1 (configuration not stated)
 : 12% | -12% | -10%
CSc1nc(-c2ccco2)nn1C(=O)c1ccccc1Cl
 : · | 13% | -2%
Cc1ccccc1/C=N\NC(=O)c1ccccc1-n1cccc1
 : 2% | -1% | 5%
C=CCN1C(=O)c2ccc(C(=O)N(CCOC)c3c(N)n(CCCC)c(=O)[nH]c3=O)cc2C1=O
 : -4% | -9% | -15%

# At a glance, 3 of the compounds above.
# Below each compound: TDP1 block | FEN1 inhibitor | N370S GC mod
Cc1cc(C(=O)Cn2c(CO)nc3ccccc32)c(C)n1C
 : 0% | 6% | -12%
COc1c(O)c(=O)n2c3ccccc3c3ccnc1c32
 : · | 11µM* | 0%
Cc1ccc(CNC(=O)CN2CCN(Cc3ccc(Cl)cc3)C2=O)cc1
 : -1% | -6% | ·

# Structures above that contain a COOH group:
# Below each compound: TDP1 block | FEN1 inhibitor | N370S GC mod
O=C(O)c1cc(-c2ccc3c(c2)OCCO3)n[nH]1
 : 3% | -4% | -3%
O=C(O)CCCN1C(=O)c2ccc(C(=O)c3cccc([N+](=O)[O-])c3)cc2C1=O
 : 7% | -14% | -16%

# (continued)
# Below each compound: TDP1 block | FEN1 inhibitor | N370S GC mod
COC(=O)CC1COc2ccccc2N1S(=O)(=O)c1ccc(Br)cc1 (configuration not stated)
 : · | -23% | -2%
CC1Cc2ccccc2N1C(=O)C1CCN(S(=O)(=O)Cc2ccccc2)CC1 (configuration not stated)
 : 1% | -2% | 0%
Cc1ccc(OCC(=O)NCc2ccccn2)c(Br)c1
 : 2% | 6% | 6%
COc1ccccc1-n1c(SCC(=O)NC2CCCC2)nc2cccnc21
 : 7% | -5% | 4%
CCOCCc1c(O)nc(SCC(=O)N2CCOCC2)[nH]c1=O
 : · | -1% | 0%
CCOc1ccc(/C=N/NC(=O)C2(O)c3ccccc3-c3ccccc32)cc1
 : 0% | 5% | -3%
C/C(CC(=O)Nc1ccc(N(C)C)cc1)=N\NC(=O)c1ccc(F)cc1
 : · | 15% | 0%
Cc1ccc(OCCN2CCN(C(=O)CCC(=O)Nc3nnc(C(C)C)s3)CC2)cc1
 : 3% | -4% | 15%
O=C(NCc1ccc2c(c1)OCO2)c1ccc2snnc2c1
 : -3% | -12% | -2%
O=C(c1nc2ccc(Cl)cn2c1CNCC[C@@H]1C[C@@H]2C=C[C@H]1C2)N1CCCCCCC1
 : 5% | -14% | -26%
Cc1cccc(N(C(=O)CCC(=O)Nc2cc(C)on2)C(C(=O)NC2CCCC2)c2ccncc2)c1 (configuration not stated)
 : 2% | 1% | -1%
O=C(CSc1nnc(-c2ccc(Cl)cc2)o1)c1ccc([N+](=O)[O-])cc1
 : 7% | -2% | ·
CCc1ccc(N2CC(C(=O)Nc3ccc(S(=O)(=O)Nc4nccs4)cc3)CC2=O)cc1 (configuration not stated)
 : · | -7% | 1%
CC(C)(C)c1cc(CCC(=O)NNC(=O)c2ccncc2)cc(C(C)(C)C)c1O
 : 0% | 13% | ·
CCC(C)C(=O)Nc1cc(C(=O)OC)ccc1C(=O)OC (configuration not stated)
 : 1% | -5% | 1%
CC1CCCCC1NC(=O)Cn1c(=O)cnc2ccccc21 (configuration not stated)
 : 0% | 15% | ·
O=C(CCN1C(=O)/C(=C/c2ccccc2Cl)SC1=S)NC1CCS(=O)(=O)C1 (configuration not stated)
 : -14% | 16% | -12%
CS(=O)(=O)N1CCN(c2ccc(NC(=O)c3ccc(Br)o3)cc2)CC1
 : 5% | 1% | 5%
Cc1ccc(NS(=O)(=O)c2ccc3[nH]c4c(c3c2)CCCCCC4)cc1
 : 12% | -18% | ·
CN(C)CCCNCCCNC(=O)/C(=N\O)c1ccccn1
 : -3%[56.1 µM] | 7% | -3%
CCOc1ccc(Sc2cc(C(=O)NCc3ccc(F)cc3)c3ccccc3n2)cc1
 : 8% | 5% | ·
CC(=O)NCCCC(=O)NC(CCC(=O)OCc1ccccc1)C(=O)OCc1ccccc1 (configuration not stated)
 : -4% | 20% | 5%
CC(C)(C)c1nc(SCC(=O)NNC(=O)c2ccccc2)c2ccccc2n1
 : 2% | -5% | 2%
COc1cccc(-c2ncc3ccccc3c2CO)c1
 : 1% | -13% | ·
COc1ccc(COC(=O)c2ccc(C)c(S(=O)(=O)N3CCOCC3)c2)cc1F
 : -12% | -14% | -5%
Nn1cc(-c2ccccc2)nc1SCC(=O)NCC1CCCO1 (configuration not stated)
 : 2% | -9% | -4%
COc1ccnc2c1c(=O)n(Cc1c(F)cccc1Cl)c(=O)n2C
 : 8% | 20% | -22%
COc1cccc(NC(=O)Nc2cnccn2)c1
 : 3% | 2% | 0%
C(=N\Nc1nc(-c2ccccc2)cs1)/c1cccnc1
 : 5% | 2% | -10%
CCc1noc(C)c1C(=O)Nc1cc(Cl)ccc1N1CCOCC1
 : · | -4% | -6%

# Next part.
Compound | TDP1 block | FEN1 inhibitor | N370S GC mod
CC(C)CCNC(=O)CCNS(=O)(=O)c1ccc(Cl)cc1 | -1%[56.1 µM] | -1% | 4%
COc1ccc(CCNC(=O)C2CCN(C(=O)c3ccc(C(C)(C)C)cc3)CC2)cc1OC | · | 11% | -10%
CCOC(=O)N1CCC(N2CCN(C3CCCC3)C(CCO)C2)CC1 (configuration not stated) | 3% | -3% | 0%
N#Cc1c(N)nc(SCC(=O)NCc2ccc3c(c2)OCO3)c(C#N)c1-c1cccs1 | 6% | 5% | -2%
O=C(CSc1ncc(C(F)(F)F)cc1Cl)N1CCNC1=O | 0% | -2% | ·
NC(=O)CCC(NS(=O)(=O)c1ccc(Cl)cc1)C(=O)NCc1ccc(Cl)cc1 (configuration not stated) | 0% | -2% | 7%
Cc1ccc(C)c(N2CCN(Cc3csc(C)c3C)CC2)c1 | 5% | 14% | ·
COC(=O)C(C)Sc1nc2c(c(=O)n(C)c(=O)n2C)n1CCC(C)C (configuration not stated) | -5% | 1% | -6%
CCOc1ccccc1/C=N/NC(=O)Cc1csc(Nc2cccc(C(F)(F)F)c2)n1 | 7% | ? | 7%
CS(=O)(=O)N(CC(=O)NCc1ccco1)c1ccc(Cl)c(C(F)(F)F)c1 | 2% | -8% | 2%
Cc1ccc(NC(=O)Cn2c(=O)oc3ccccc32)c(C)c1 | · | 0% | 4%
S=C(Nc1cccc(Cl)c1)Nc1ccccc1Oc1ccccc1 | 5% | -17% | -7%
CCOC(=O)/C(C#N)=C\c1ccc(N2CCN(C/C=C/c3ccccc3)CC2)cc1 | 1% | ? | 16µM*
COc1ccc(-c2cccc(NS(=O)(=O)c3ccc(C)s3)c2)nn1 | 5% | -1% | ·
Cc1c2cnn(CC(=O)NC(C)C)c(=O)c2c(C)n1Cc1cccc(Cl)c1 | 5% | 4% | ·
CCC(=O)Nc1ccc(C(=O)NNC(=O)c2ccccc2)cc1 | -4% | 19% | -2%
O=C(CC1NCCNC1=O)NC1Cc2ccccc2C1 (configuration not stated) | 4% | -1% | 0%
O=c1c2ccccc2c(-c2ccccc2)nn1-c1cc(Cl)cc(Cl)c1 | 1% | -8% | -1%
CCOC(=O)Cn1cnc2c(cnn2-c2ccc(OC)cc2)c1=O | 1% | 1% | -21%
CCCCCCOc1ccc(N2C(=O)CC(N(CCc3ccc(S(N)(=O)=O)cc3)C(C)=O)C2=O)cc1 (configuration not stated) | -8% | 13% | 6%
CCCCCOC(=O)CSc1nc2c(c(=O)[nH]c(=O)n2C)n1CCc1ccccc1 | 6% | -4% | 10%
O=C1c2ccsc2SCCN1Cc1ccc(Cl)cc1 | -4% | 0% | -5%
O=C(NC1CCN(Cc2ccccc2)CC1)c1ccccc1F | -2% | -2% | -1%
COc1ccc(S(=O)(=O)N2CCC(C(=O)NC3CC3)CC2)cc1Cl | 0% | 0% | -12%
Cc1c(Cl)cccc1NC(=S)N=Nc1c(O)n(CN2CCOCC2)c2ccccc12 | 8% | -10% | 1%
O=C1NCCCC1C(=O)N/N=C/c1ccccc1[N+](=O)[O-] (configuration not stated) | 5% | 20% | 11%
CC(C)Oc1ccc(C(=O)Nc2ccc(C(F)(F)F)n(C)c2=O)cc1 | 1% | 17% | 0%
CCSc1nnc2nc3[nH]c4c(C)cccc4c3nn12 | -1% | -13% | 5%
CCc1ccc(NS(=O)(=O)c2ccc(C)c(C(=O)N3CCOCC3)c2)cc1 | 0% | -5% | 1%
O=[N+]([O-])c1ccc(-[n+]2ccc3ccccc3c2)c([N+](=O)[O-])c1 | 3% | -21% | -7%
Cn1c(SCC(=O)NC2CC2)nnc1-c1ccccc1Cl | 0% | -16% | 1%
CCC(C(=O)NC(C)(C)C)N(Cc1cccs1)C(=O)CNS(=O)(=O)c1ccccc1 (configuration not stated) | 3% | -7% | 4%
CCN1CCN(c2nnc(-c3ccc(C)cc3)c3ccccc23)CC1 | · | -14% | -9%
CCn1c(=O)c(=O)[nH]c2cc(C(=O)NC3CCCc4ccccc43)ccc21 (configuration not stated) | 4% | 2% | 9%
Cc1noc(C)c1COC(=O)c1ccc(F)c(S(=O)(=O)N2CCCCC2)c1 | -1% | -18% | 4%
CCCCC(=O)Nc1ccc(Cl)cn1 | -1% | -15% | -17%[2.35 µM]
COc1ccc(-c2csc(NC(=O)CSCC(=O)Nc3cc(C)on3)n2)c(OC)c1 | -5%[0.505 µM] | -4% | -2%
O=[n+]1c2c(n([O-])c3c1CCCC3)CCCCC2 | 0% | -6% | -6%
CN(C)c1cc(-c2ccc(Cl)c(Cl)c2)oc(=O)c1Cl | · | 13% | -8%
CCN1C(=O)C(CC(=O)Nc2ccc(OC)cc2)N(Cc2cccs2)C1=S (configuration not stated) | 0% | -13% | -11%
N/C(=N\OC(=O)CCCc1ccccc1)c1ccccc1Cl | -19% | 11% | -5%
COc1ccc(OC)c(-c2csc(NC(=O)c3ccccc3F)n2)c1 | · | 4% | 26%
COc1ccc(CNC(=O)CN2C(=O)C(C)N(c3ccc(C)cc3)C2=O)cc1 (configuration not stated) | 3% | 2% | 1%
Cc1cc(C)c2c(-n3cccc3)c(C(=O)NNS(=O)(=O)c3ccc(Cl)cc3)sc2n1 | 2% | -9% | 26%
O=C(NCc1cccc(F)c1)c1ccc(N2C(=O)Cn3c(cc4sccc43)C2=O)cc1 | -3% | 1% | -4%
C=CCNc1nc(C(=O)OCC(=O)c2ccc(F)cc2)cs1 | · | -8% | -2%
CN(CC(=O)Nc1ccccc1N1CCCC1)S(=O)(=O)c1ccc(F)cc1 | · | -6% | -18%
CO[C@H]1COC(=O)[C@@H](CCSC)NC(=O)C/C=C\[C@@H](C)[C@H](OC)COC(=O)[C@@H](OCc2ccccc2)/C=C\[C@@H]1C | 1%[21 µM] | · | -2%[12.8 µM]
Nc1ccc(OCc2ccccc2)cc1 | 0% | 2% | 0%
CN(C(=O)COC(=O)c1ccc([N+](=O)[O-])cc1N)c1ccccc1 | 1% | 2% | -15%

# (further entries)
Compound | TDP1 block | FEN1 inhibitor | N370S GC mod
COCc1cc(C)nc2sc3c(=O)n(-c4ccccc4C(F)(F)F)nnc3c12 | 0% | -11% | ·
O=C(/C=C/c1ccccc1Cl)Nc1ccccc1 | 4% | -26% | 6%
COC(=O)C1=C(C)N(c2ccc(C)c(C)c2)/C(=C/c2cccs2)C1=O | 2% | -3% | -1%
COc1ccc(C)cc1NC(=O)c1sc2ncn(CC(=O)N3CCCCC3)c(=O)c2c1C | 6% | -4% | 0%
